# Screening data: PubChem, Southern Research Specialized Biocontainment Screening Center
# Dengue-2 NS5 capping: flavivirus cap methylation enzyme inhibition – biochemical, confirmation dose response, primary screen (AID 588689); 0.3% of 340,000 active; Dengue-2 NS5 methyltransferase capping enzyme assay, biochemical; higher % means a stronger effect; inhibition, % at 25 µM; hits with a dose series show IC50 in µM; in the data active = a potency from the dose series
# Rac1 GTP hydrolysis: MgcRacGAP GTPase-activating activity inhibitors, confirmation, biochemical, ADP Hunter fluorescence; 0.6% of 340,000 active; one-dose inhibition, % at 30 µM; IC50 in µM for titrated hits; MgcRacGAP-stimulated Rac1 GTP hydrolysis, ADP Hunter fluorescence; higher % means a stronger effect; GST-tagged Rac1 F28L mutant substrate;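 active = first-screen hits whose inhibition reached a set limit at any dose in the follow-up dose series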;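 note: fluorescence reports GDP produced by GAP-driven GTP hydrolysis; strong numbers were not always called active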
# Dengue-2 NS5 capping pilot replicate: further read-out of Dengue-2 NS5 capping, marked with its call; inhibition, %; measured here: pilot screen replicate inhibition
# The depositor's hits bear a star. Not all compounds are listed (hit frequency here may not be typical).
SMILES,Dengue-2 NS5 capping,Rac1 GTP hydrolysis,others
O=C(COc1ccc(F)c(Cl)c1)Nc1ccc(N2CCOCC2)cc1,-12%,-4%,
COc1ccc(OCCn2c(C)nc3ccccc32)cc1,2%,8%,
COc1ccc(O)c(C(=O)CC(=O)c2cccnc2)c1,0%,0%,
O=C(CCc1ccccc1)Nc1cc2c(cc1C(=O)O)OCCCO2,5%,-2%,
C=C1CC[C@@H]2[C@](C)(CO)[C@H](O)CC[C@@]2(C)[C@@H]1C/C=C1/C(=O)OCC1O (stereo partly drawn),-8%,7%,
C[C@@H]1CN([C@H](C)CO)C(=O)CCCn2cc(nn2)CO[C@H]1CN(C)C(=O)Nc1ccc(-c2cccs2)cc1,-1%,16%,
COc1ccccc1S(=O)(=O)N(C)C[C@H]1Oc2cc(Br)ccc2S(=O)(=O)N([C@@H](C)CO)C[C@H]1C,-5%,7%,
CC(Sc1nnnn1C)C(=O)NC1CCCC1 (stereo not drawn),2%,5%,
CC(C)(C)NC(=O)C[C@H]1C[C@H](C(=O)N2CCCCC2)[C@@]2(CCc3ccccc3)c3[nH]c4cc(-c5ccco5)ccc4c3CCN2C1=O,-7%,7%,Dengue-2 NS5 capping pilot replicate=1.8
COc1ccc(CN2CCC3CC2c2cc(-c4cccc(C)c4)ccc23)cc1 (stereo not drawn),-3%,9%,
COc1ccc(S(=O)(=O)NCCC(=O)OCc2cc(=O)oc3cc(C)ccc23)cc1[N+](=O)[O-],-9%,4%,
COC(=O)c1ccc(NC(=O)c2cccc(N3C(=O)CCC3=O)c2)cc1,-5%,10%,
CC(C)CC1(C)NC(=O)N(CC(=O)Nc2ccccc2Br)C1=O (stereo not drawn),-1%,1%,
CCCCn1c(N)c(N(CC(C)C)C(=O)c2cc3ccccc3cc2OC)c(=O)[nH]c1=O,-8%,7%,
O=C(CNc1cccc(S(=O)(=O)N2CCCC2)c1)Nc1cccc(C(F)(F)F)c1,4%,0%,
O=c1[nH]nnc2c1cnn2-c1ccccc1,2%,-1%,
CCCC(=O)Nc1ccc2c(c1)nc(CCN1CCC(C)CC1)n2C,2%,3%,
NS(=O)(=O)c1cccc(Nc2nc3ccccc3nc2NS(=O)(=O)c2ccc(Cl)cc2)c1,6%,-1%,
CC(OC(=O)Cc1ccc(Br)cc1)C(=O)NC1CCCC1 (stereo not drawn),-4%,0%,
C[C@H]1CN([C@@H](C)CO)C(=O)CCCn2cc(nn2)CO[C@@H]1CN(C)C(=O)Nc1cccc(C(F)(F)F)c1,-4%,17%,
CN(C)CCC(C(=O)c1ccccc1)c1cccnc1 (stereo not drawn),5%,-4%,
COc1ccccc1C=NN=C1c2ccccc2-c2ccccc21,3%,1%,
Cn1c(=O)c2[nH]c(SCCN)nc2n(C)c1=S,-3%,0%,
CC1=C(C)N(C)[C@H](c2ccccc2Br)[C@H](O)C1=O,2%,0%,Dengue-2 NS5 capping pilot replicate=-1.5
CCn1c(CCC(=O)O)nc2cc(S(=O)(=O)N3CCOCC3)ccc21,-1%,-3%,

# Taken from the listing, six compounds:
SMILES,Dengue-2 NS5 capping,Rac1 GTP hydrolysis,others
O=C(COc1ccc(F)c(Cl)c1)Nc1ccc(N2CCOCC2)cc1,-12%,-4%,
COc1ccc(OCCn2c(C)nc3ccccc32)cc1,2%,8%,
COc1ccc(O)c(C(=O)CC(=O)c2cccnc2)c1,0%,0%,
O=C(CCc1ccccc1)Nc1cc2c(cc1C(=O)O)OCCCO2,5%,-2%,
C=C1CC[C@@H]2[C@](C)(CO)[C@H](O)CC[C@@]2(C)[C@@H]1C/C=C1/C(=O)OCC1O (stereo partly drawn),-8%,7%,
C[C@@H]1CN([C@H](C)CO)C(=O)CCCn2cc(nn2)CO[C@H]1CN(C)C(=O)Nc1ccc(-c2cccs2)cc1,-1%,16%,

# Following part.
SMILES,Dengue-2 NS5 capping,Rac1 GTP hydrolysis,others
Cc1ccc(S(=O)(=O)N2CCOCC2)cc1C(=O)NCCCN1CCCC1=O,-3%,-32%,
Cc1cc2c(cc1C)NC(=O)C(C)CN2 (stereo not drawn),4%,12%,
O=c1[nH]nc(-c2cc(-c3ccccc3)nc3ccccc23)o1,-7%,5%,
O=C(COC(=O)c1ccc(Cl)nc1)Nc1ccc(Cl)cc1,-1%,6%,
COc1ccc(CCNC(=O)COc2cccc(-n3cnnn3)c2)cc1,7%,8%,
Cc1ccc(CC(=O)OCC(=O)c2ccc[nH]2)cc1C,-4%,3%,
COc1ccccc1NS(=O)(=O)c1cccc(C(=O)NNC(=O)C(C)NC(=O)c2ccco2)c1 (stereo not drawn),3%,5%,
CCCN(CC(=O)NC(=O)NCc1ccccc1)CC(=O)Nc1ccc(F)c(F)c1F,0%,17%,
COc1ccc2c(CC(=O)OCc3nc4ccsc4c(=O)[nH]3)coc2c1,0%,0%,
N#Cc1ccsc1NC(=O)COC(=O)CCS(=O)(=O)c1ccccc1,-3%,7%,
Nc1ncnc2c1ncn2C1CCCC(CO)O1 (stereo not drawn),-2%,4%,
CC(C)(C)OC(=O)N(Cc1ccccc1)Cc1ccccc1OCc1cccc(NC(=O)C2CC2)c1,-3%,6%,
CN1C[C@@H]2[C@@H]3C(=O)N(C)C(=O)[C@@H]3[C@](Cc3ccccc3)(C1=O)N2C(=O)c1ccccc1,-8%,5%,
Cc1nc(Cc2nnc(SCC(=O)N3CC(=O)Nc4ccccc43)o2)cs1,-5%,-3%,
Cc1ccc(NC2CNC(=O)NC2=O)cc1C (stereo not drawn),2%,3%,
C[C@@H]1CN([C@@H](C)CO)S(=O)(=O)c2ccc(-c3cccc(C#N)c3)cc2O[C@@H]1CN(C)C(=O)c1ccc(F)cc1,-11%,-11%,
COC(=O)[C@@]1(Cc2ccccc2)[C@H]2C(=O)N(Cc3ccccc3)C(=O)[C@H]2[C@H]2CN=C(SCC3CC3)N21,-3%,6%,Dengue-2 NS5 capping pilot replicate=-1.2
O=C(CNC(=O)c1cccc(S(=O)(=O)N2CCc3ccccc32)c1)Nc1ccccc1Br,2%,9%,
O=C(CNC(=O)OCc1ccccc1)NC1(C(=O)O)CCCC1,4%,6%,
O=C(NCCCn1ccnc1)c1ccc(-c2cccc(C(F)(F)F)c2)o1,-8%,-1%,
CC(C(=O)Nc1ccc2c(c1)OCCO2)N(C)CC(=O)Nc1ccccc1Br (stereo not drawn),-4%,2%,
CSc1nc(SCc2ccccc2)[nH]c(=O)n1,2%,2%,
CCOc1ccc(C(=O)COC(=O)Cn2[nH]c(=O)c3ccccc3c2=O)cc1,-9%,5%,
CCN(CC)C(=O)C1=C(C)N(CCCOC)C(=O)C(CC(=O)NCc2cccc3ccccc23)C1 (stereo not drawn),2%,14%,
COc1ccc(S(=O)(=O)Nc2ccc3c(c2)C(=O)N([C@H](C)CO)C[C@H](C)[C@@H](CN(C)C(=O)Nc2ccc(C(F)(F)F)cc2)O3)cc1,-4%,9%,

# A draw from above in order of SMILES length, ascending:
SMILES,Dengue-2 NS5 capping,Rac1 GTP hydrolysis,others
COc1ccc(OCCn2c(C)nc3ccccc32)cc1,2%,8%,
COc1ccc(O)c(C(=O)CC(=O)c2cccnc2)c1,0%,0%,
COc1ccccc1S(=O)(=O)N(C)C[C@H]1Oc2cc(Br)ccc2S(=O)(=O)N([C@@H](C)CO)C[C@H]1C,-5%,7%,

# Random excerpt: 2 compounds from above
SMILES,Dengue-2 NS5 capping,Rac1 GTP hydrolysis,others
O=c1[nH]nc(-c2cc(-c3ccccc3)nc3ccccc23)o1,-7%,5%,
O=C(CNC(=O)OCc1ccccc1)NC1(C(=O)O)CCCC1,4%,6%,

# (list continues)
SMILES,Dengue-2 NS5 capping,Rac1 GTP hydrolysis,others
COc1ccc(C2=NN(C(=O)c3ccco3)C(c3cccs3)C2)cc1OC (stereo not drawn),-5%,2%,
Cc1noc(C)c1NC(=O)N(C)C[C@@H]1Oc2c(NC(=O)c3ccncc3)cccc2C(=O)N([C@H](C)CO)C[C@@H]1C,-1%,18%,
COc1ccc(NC(=O)COC(=O)c2ccc3ccccc3n2)c(OC)c1,2%,4%,
CC(=O)Nc1cccc(NC(=O)C(=O)c2cn(CC(=O)N3CCCC3)c3ccccc23)c1,-2%,16%,
C[C@@]12C(=O)N(c3ccc(Br)cc3)C(=O)N1[C@@H]1c3ccccc3OC[C@@H]1[C@H]2c1ccccc1,-5%,9%,
COc1ccccc1N(C)S(=O)(=O)c1ccc(C(=O)N2CCC2)cc1,1%,8%,
Cc1ccc(C2CC(=O)Oc3cc(C)c(Br)c(C)c32)cc1 (stereo not drawn),4%,8%,Dengue-2 NS5 capping pilot replicate=-3.9
CN(Cc1ccccc1)C(=O)COC(=O)c1ccc[nH]c1=O,-7%,-3%,
COc1ccccc1/C=C/C(=O)OCC(=O)NC1CCCCCCC1,-5%,-2%,
CCN(C(=O)CSc1cccc[n+]1[O-])c1ccccc1,-8%,7%,
COc1ccc(S(=O)(=O)N(C)C[C@@H]2Oc3ccc(NS(=O)(=O)c4cn(C)cn4)cc3C(=O)N([C@@H](C)CO)C[C@@H]2C)cc1,1%,7%,
C[C@@H]1CN([C@H](C)CO)C(=O)c2cc(NC(=O)Cc3ccccc3)ccc2O[C@H]1CN(C)Cc1ccc(Oc2ccccc2)cc1,-9%,7%,
Nc1c(/C=C2/C=CC(=O)C(O)=C2)c(=O)nc2sc(CC(=O)N3CCOCC3)nn12,-63%,64µM*,
Cc1ccccc1CN1C[C@H]2CON(C)[C@H]2C[C@H]1c1cccc(Br)c1,-3%,4%,
Cc1ccc([C@H]2N[C@]3(CCCN(CC4CCCCC4)C3=O)[C@H]3C(=O)N(C)C(=O)[C@@H]23)cc1,-6%,3%,
Cc1nc2[nH]c(=O)n(O)c(=O)c2s1,5%,5%,
Cc1ccc(S(=O)(=O)N2CCN(C(=O)CCOc3ccccc3C)CC2)cc1C,4%,-1%,
COC(=O)c1ccccc1NC(=O)CNc1ccc(F)c(S(=O)(=O)N2CCOCC2)c1,-6%,5%,
O=C1CC(=O)N2CCSC2=N1,-1%,3%,
O=C(COC(=O)c1ccc([N+](=O)[O-])o1)Nc1ncc(Cl)cc1Cl,17%,9%,
O=C(C[C@H]1C[C@H]2c3cc(NS(=O)(=O)c4ccc(F)cc4)ccc3O[C@H]2[C@H](CO)O1)NCc1ccncc1,-5%,14%,
COc1cccc(C(C#N)NCCCNC(C#N)c2cccc(OC)c2OC)c1OC (stereo not drawn),-7%,5%,
CC1(C2CC2)NC(=O)N(CC(=O)N2CCN(c3ccccc3F)CC2)C1=O (stereo not drawn),2%,-10%,
CCc1ccc(N2CC(C(=O)N3CCN(S(=O)(=O)c4cccc(F)c4)CC3)CC2=O)cc1 (stereo not drawn),1%,16%,
COc1cc2c(cc1OC)[C@@H](NC(=O)CCC1CCCCC1)[C@H](O)C2,-5%,4%,Dengue-2 NS5 capping pilot replicate=2.7

# (further entries)
SMILES,Dengue-2 NS5 capping,Rac1 GTP hydrolysis,others
COc1ccc(-c2nn(-c3ccccc3)cc2C(=O)N2CCN(S(=O)(=O)c3ccccc3[N+](=O)[O-])CC2)cc1,-2%,6%,
C[C@@H]1CN([C@H](C)CO)C(=O)c2cc(Br)cnc2O[C@@H]1CN(C)C(=O)Nc1cccc(F)c1,-1%,12%,
CN(CC(=O)Nc1ccccc1C(F)(F)F)C(=O)CSc1nnc(N)s1,-6%,-3%,
O=S(=O)(c1ccccc1)N1CCN(Cc2ccccc2)c2ccccc21,4%,3%,
COc1ccc(S(=O)(=O)N2CCOCC2)cc1NC(=O)COC(=O)c1ccc([N+](=O)[O-])s1,-3%,9%,
O=C(COC(=O)Cn1nnc(-c2ccccc2)n1)Nc1ccccc1Br,10%,2%,
Cc1ccccc1-c1nnc(SCC(=O)Nc2cccnc2Cl)o1,9%,-1%,
Cc1ccc2c(C)c(C(=O)Nc3cccnc3)oc2c1C,-6%,6%,
CCCCn1c(N)c(N(C(=O)CSc2nnnn2-c2ccc(C)cc2)C2CCCC2)c(=O)[nH]c1=O,-1%,0%,
Cc1nc(SCC(=O)N2c3ccccc3NC(=O)CC2C)c2c(C)c(C)sc2n1 (stereo not drawn),-8%,3%,
c1ccc(NN(Cc2ccccn2)c2ccccc2)cc1,-6%,-7%,
COc1ccc(C2CC(=O)Oc3cc(O)ccc32)cc1 (stereo not drawn),1%,12%,
COc1ccc(Br)c(C(=O)OCC(=O)Nc2cc(C)on2)c1,1%,11%,
CCOC(=O)c1ccc(S(=O)(=O)N2CCN(C(=O)c3cc4ccccc4o3)CC2)cc1,3%,5%,
COc1ccccc1CC(=O)OCC(=O)N1CCN(c2ccc(F)cc2)CC1,-10%,8%,
CC1CCCN(S(=O)(=O)c2ccc(C(=O)NC(C)c3ccccc3)cc2)C1 (stereo not drawn),-7%,6%,
COC(=O)C1=C(C)N(Cc2ccccc2)C(=NCCc2cccnc2)N[C@H]1c1ccc(Br)cc1,2%,1%,
CC(=O)Nc1ccc(/C=C(\C#N)S(=O)(=O)c2ccc(C)cc2)cc1,4%,6%,
O=S(=O)(CCNC1CC1)NC1CCCCC1,-10%,8%,
